GalR3 antag: human GalR3 antagonism. HEK293 GalR3-CNG cAMP membrane potential fluorescence; galR3 body fused to GalR1 C-terminus. inhibition, % at 3 µM. hit rate 0.44% among 360,000;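 active = inhibition above the screen-wide average plus 3 SD, cut at about 13% in these data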;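 also: forskolin and galanin both at EC90 stimulate the cells; cAMP rise reported by CNG channel membrane potential dye signal; 0% = forskolin plus galanin with DMSO and 100% = forskolin alone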
Target sequence (O60755 1-299 limits assumed): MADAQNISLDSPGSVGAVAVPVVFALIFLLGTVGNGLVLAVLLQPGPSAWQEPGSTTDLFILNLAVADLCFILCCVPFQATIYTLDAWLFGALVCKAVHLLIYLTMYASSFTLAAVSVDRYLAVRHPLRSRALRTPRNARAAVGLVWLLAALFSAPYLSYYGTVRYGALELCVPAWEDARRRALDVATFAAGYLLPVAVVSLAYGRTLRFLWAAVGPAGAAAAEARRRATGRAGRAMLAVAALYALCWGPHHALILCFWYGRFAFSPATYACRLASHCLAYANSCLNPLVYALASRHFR
Starred values were filed as active, the others as inactive. These rows are one share of the data; rates above refer to the full screens.

SMILES | GalR3 antag
COc1cccc(S(=O)(=O)Nc2ccc3c(c2)C(=O)N(C)C[C@H](OC)[C@H](C)CN(Cc2ccccc2F)[C@@H](C)CO3)c1 | -7
Cc1c(C(=O)NCc2ccccc2C(F)(F)F)sc(=O)n1Cc1ccccc1C#N | -3
O=C(C(=O)N1CCN(S(=O)(=O)c2ccc(F)cc2)CC1)c1cccc(C(F)(F)F)c1 | -7
CNc1cncc(-c2cccc(C(C)=O)c2)n1 | 2
COC(=O)[C@]12C[C@H](CC(=O)NCCC(C)C)C(=O)N(CCC3=CCCCC3)C1=C[C@H](C(C)(C)C)O[C@@H]2C | 5
CN1CCCC(C(=O)Nc2cccc(Cl)c2)CC1 (configuration not stated) | -8
COc1cccc(-c2nc3nc(C)cc(C)n3c2NC2CCCC2)c1 | -4
O=C(NC(c1ccccc1)c1ccsc1)C1CCN(Cc2ccc(Cl)c(Cl)c2)CC1 (configuration not stated) | -9
Cc1ccccc1C(c1ncccc1C)N(C)C(=O)C1CCN(CCOc2ccc(Cl)cc2Cl)CC1 (configuration not stated) | -9
CC(=O)C(=Cc1cccc(C#N)c1)C(=O)c1ccccc1 | 2
CC(C)S(=O)(=O)N1CCCC(c2cc(C(=O)NCc3cccnc3)no2)C1 (configuration not stated) | -7
CCc1nc2c(OCC(=O)N3CCOCC3)cccn2c1N(C)C(=O)COc1ccccc1 | -3
NC(c1csc(Nc2ccc(C(=O)NCCCO)cn2)n1)c1ccccc1Cl (configuration not stated) | -6
CC(C)(C)c1ccc2cc(F)cc(F)c2n1 | -4
CCNC(=O)C1(C)CCCN(C(=O)c2ccc(C(F)(F)F)nc2C)C1 (configuration not stated) | -9
O=c1c(-c2ccco2)nc2ccccc2n1C(CCc1ccccc1)c1nc2ccccc2[nH]1 (configuration not stated) | -1
Cc1ccc(N2CCN(C(C(=O)Nc3c(C)cccc3C)c3cccc(F)c3)CC2)cc1 (configuration not stated) | -9
CSCCC(c1nc2ccccc2[nH]1)n1c(=O)c(-c2ccco2)nc2ccccc21 (configuration not stated) | -4
CN(C)c1ccc(CNC(=O)/C=C/[C@H]2O[C@@H](n3ccc(=O)[nH]c3=O)[C@H](O)[C@@H]2O)cc1 | 3
CC1=C(C(=O)N(C(C)C)C(C)C)CC(CC(=O)NCCc2ccccn2)C(=O)N1Cc1ccc(C(C)(C)C)cc1 (configuration not stated) | -8
CN1CCN(C2CN(Cc3cn(Cc4cccc(Cl)c4)nn3)S(=O)(=O)C2)CC1 (configuration not stated) | -4
O=C(C(=O)N1CCC(CNS(=O)(=O)c2ccccc2OC(F)(F)F)CC1)c1cccs1 | 1
Cc1c(C(=O)NCc2ccco2)sc(=O)n1Cc1ccc(S(C)(=O)=O)cc1 | -2
COc1ccc(NC(=O)c2ccc(-c3c(C)noc3C)c3ccoc23)cc1 | -9
Cc1cc(O)ccc1-c1cccc2nccn12 | -6
CN1CCN(C(=O)c2cc3c(c(-c4cccc(-c5cc6ccccc6o5)c4)n2)[C@H](CCO)N(S(=O)C(C)(C)C)C3)CC1 (some centres not stated) | -6
CC1(C(=O)N2CCCCC2)CCN1C(=O)c1ccccc1CCc1ccccc1 (configuration not stated) | -8
NC(=O)c1ncn([C@@H]2O[C@H](C(=O)N[C@H](Cc3c[nH]c4ccccc34)C(=O)N3CCN(CC(=O)N4CCCC4)CC3)[C@@H](O)[C@H]2O)n1 | 1
COc1ccc(Cc2c(C(C)(C)C)nc3ccc(Br)cn23)c(C)c1 | -7
Nc1ncnc2c1ncn2[C@@H]1O[C@H](C(=O)NS(=O)(=O)c2ccccc2[N+](=O)[O-])[C@@H](O)[C@H]1O | 39*
O=C(C(=Cc1ccccc1)c1ccccc1)c1ccccc1 | -7
O=C(Nc1nnc([C@H]2C[C@H](O)[C@@H](CO)O2)s1)c1cccc(OC(F)(F)F)c1 | -4
CC(C)C[C@H]1CN(CCCC[C@H]2CNC(=O)C(=O)N2CC2CCCCC2)C(=O)C(=O)N1CC1CCCCC1 | -3
CCCCn1nnnc1C1(C)CCC(=O)N1CCCN1CCOCC1 (configuration not stated) | 2
O=C(NCc1ccncc1)[C@@H]1CCCN1C(=O)[C@H]1CCCN1C(=O)c1cccc2ccccc12 | 0
O=C(NCc1ccc(F)cc1)c1cc(C2CCCCN2C(=O)c2cccs2)on1 (configuration not stated) | -5
COc1ccc(Cc2c(-c3ccc(Cl)cc3)nc3cc(C)c(Br)c(C)n23)c(C)c1 | -7
CN(C(=O)CN1CCN(c2cc(-c3ccc(-c4ccccc4)cc3)ncn2)CC1)c1ccccc1 | -8
CCCS(=O)(=O)NC(=O)C1(C)CCN(C(=O)c2ccc(OC)cc2OC)C1 (configuration not stated) | -8
CC1(Cc2ccc(OC(F)(F)F)cc2)C(=O)Nc2ccc(OC(F)(F)F)cc21 (configuration not stated) | -5
O=C1c2ccccc2C(c2nnnn2Cc2ccccc2)N1CCc1c[nH]c2ccccc12 (configuration not stated) | -3
CCCNC(=O)C1(C)CCCN(Cc2cc3ccccc3o2)C1 (configuration not stated) | -8
Cc1ccc(N2CCN(C(CCc3ccccc3)C(=O)Nc3c(C)cccc3C)CC2)cc1 (configuration not stated) | -9
O=C(N[C@H](Cc1ccccc1)C(=O)NCC1CCCO1)[C@H]1O[C@@H](n2ccc(=O)[nH]c2=O)[C@H](O)[C@@H]1O (some centres not stated) | -4
COC(=O)[C@]12CCCCC=C1N(Cc1cccc3ccccc13)C(=O)[C@H](CC(=O)NCc1ccc(OC)c(OC)c1)C2 | 14*
NC(Cc1ccc(Cl)cc1)c1csc(Nc2cc(NCCCO)ncn2)n1 (configuration not stated) | 0
CC(=O)Nc1ccc(NC(=O)c2cc(-c3cc(F)ccc3OCC3CCCO3)n[nH]2)cc1 (configuration not stated) | -4
COc1ccc(C(C)(NC(C)=O)c2nc(-c3cccc(C#N)c3)cs2)cc1 (configuration not stated) | -8
CC1(C(=O)NS(=O)(=O)c2cccs2)CCN1C(=O)CC1CCCC1 (configuration not stated) | -2
CC(=O)C1=C(C)N(Cc2ccc(F)cc2)C(=S)NC1c1ccc(Cl)cc1 (configuration not stated) | -4
O=C1NC[C@H](Cc2ccc(O)cc2)N(C[C@H]2CCCN2C[C@H](Cc2ccc(O)cc2)N2C[C@H](Cc3ccc(O)cc3)N(CCc3ccccc3)C(=O)C2=O)C1=O | -4
CCOC(=O)C1(C)CCN1C(=O)COc1ccc(C(C)(C)C)cc1 (configuration not stated) | -4
CCCCN1CC(COCc2ccccc2)Oc2cccc(Sc3ccc(OC)c(OC)c3)c2S1(=O)=O (configuration not stated) | -5
C(=C\c1ccccc1)/CN1CCN(C(c2cccs2)c2nnnn2-c2ccc3c(c2)OCCO3)CC1 (configuration not stated) | -10
CC(C)c1cc(Cn2c3ccccc3c(=O)n2C(C)Cn2cc(-c3ccccc3)nn2)on1 (configuration not stated) | -6
CCCS(=O)(=O)NC(=O)C1(C)CCCN(C(=O)c2ccc(SC(F)(F)F)cc2)C1 (configuration not stated) | -4
COc1cccc(CNS(=O)(=O)c2cc(Br)ccc2Br)c1OC | -1
O=C(NCCN1CCC(n2c(=O)[nH]c3ccccc32)CC1)c1ccc(C(F)(F)F)cc1C(F)(F)F | -9
CCCCCCCCN1C(=O)[C@H](CC(=O)NCC23CC4CC(CC(C4)C2)C3)C[C@@]2(C(=O)OC)CC(C)(C)CC=C12 | -7
CN(C)c1ccc(-c2ccnc3c2CC(C)(C(=O)Nc2cccc(N(C)C)c2)O3)cc1 (configuration not stated) | -6
Later entries.
SMILES | GalR3 antag
CC(C)C[C@H]1COc2cc(N3CC[C@H](O)C3)ccc2S(=O)(=O)N1 | -3
N#Cc1cccc(NC(=O)c2cc(C3CCCCN3S(=O)(=O)c3cccc4cccnc34)on2)c1 (configuration not stated) | 4
COC(=O)C1C(=O)N(S(=O)(=O)c2ccc([N+](=O)[O-])cc2)c2ccccc21 (configuration not stated) | -2
CC(C)(C)NC(=O)C(c1cc2ccccc2o1)n1c(=O)c(-c2ccccc2)nc2ccccc21 (configuration not stated) | -6
CCCc1c(-c2cccc(Br)c2)ncn1Cc1ccccc1OC | -9
CCCCc1ccc(S(=O)(=O)NC(=O)C2(C)CCN2C(=O)c2cccc(F)c2)cc1 (configuration not stated) | -8
Cc1ccccc1S(=O)(=O)NC(=O)C1(C)CCN1C(=O)C1(c2ccccc2)CC1 (configuration not stated) | -1
Cc1nnsc1C(=O)N1CCCC(C)(C(=O)NS(=O)(=O)C2CC2)C1 (configuration not stated) | -4
OCC1OC(n2cnc3ncccc32)C(O)C1O (configuration not stated) | -4
COc1ccc(C(C)=O)cc1Cn1c(C)c(C(=O)NC2CC2)sc1=O | 1
CCCc1nc2ccc(C)cn2c1Cc1ccc(C)cc1 | -3
Cc1nc2c(OCc3ccc(OC(F)F)cc3)cccn2c1N(C)C(=O)CCC1CCCC1 | -9
CCNC(=O)c1cc2c(c(-c3cccc(-c4ccccc4F)c3)n1)[C@@H](CCO)N(C(=O)CC1CC1)C2 | -1
OC(c1ccc2ccccc2c1)c1ncc(-c2cccc3ccccc23)[nH]1 (configuration not stated) | -6
CC(=O)Nc1cccc(-c2csc(C(O)c3ccc(F)cc3)n2)c1 (configuration not stated) | -7

Of the compounds above, 2 have a nitro group on carbon.
SMILES | GalR3 antag
Nc1ncnc2c1ncn2[C@@H]1O[C@H](C(=O)NS(=O)(=O)c2ccccc2[N+](=O)[O-])[C@@H](O)[C@H]1O | 39*
COC(=O)C1C(=O)N(S(=O)(=O)c2ccc([N+](=O)[O-])cc2)c2ccccc21 (configuration not stated) | -2

Going on with the list.
SMILES | GalR3 antag
Cc1ccc(Cc2c(-c3ccco3)nc3c4ccccc4ccn23)cc1 | -3
CCCC(=O)N1CCC1(C)C(=O)NS(=O)(=O)c1cccc(Cl)c1 (configuration not stated) | -5
COC(=O)c1cccc(N2C(=O)C[C@](Sc3ccc(C)cc3)(C(=O)OC)[C@H]2c2ccccc2)c1 | -9
COC(=O)N1C[C@H](OCc2cn(-c3cc(Cl)cc(Cl)c3)nn2)[C@H](OCc2cn(-c3cc(Cl)cc(Cl)c3)nn2)C[C@@H]1c1ccccc1Br | -6
CCC1(C)CC(C#N)(C#N)C(=O)NC1=O (configuration not stated) | -8
COc1ncc(-c2c(-c3ccccc3OC)sc3ccccc23)cn1 | -5
O=[N+]([O-])c1nccn1C1C=CC(O)C(CO)O1 (configuration not stated) | 3
CCOC(=O)C1(C)CCCCN1C(=O)c1ccco1 (configuration not stated) | -8
CCCCOc1cccc2c(=O)n(CC(=O)Nc3ccc4c(c3)OCCO4)ccc12 | -5
COc1ccc([C@H]2CC(=O)C[C@@H](CCn3cc(-c4ccccc4)nn3)O2)cc1 | -3
C#Cc1ccc(NC(=O)C2(C)CCN2C(=O)C2(c3ccccc3)CCCC2)cc1 (configuration not stated) | -8
COc1cccc(-c2oc3c(c2-c2ccc(OC)nc2)C(O)CCC3)c1 (configuration not stated) | -5
NCc1ccc(OCCCN2CCC(C(O)(C3=CCCC3)c3ccccc3)CC2)cc1 (configuration not stated) | -5
CC1(C(=O)NS(=O)(=O)c2ccccc2Cl)CCN1C(=O)CCC1CCCC1 (configuration not stated) | -2
CCc1nc2ccc(C(=O)NCCCN3CCCC3=O)cn2c1N(CC)C(C)=O | -7
CC(C)C[C@H]1COc2cc(N3CCSCC3)ccc2S(=O)(=O)N1 | -5
COc1ccc(C(NC(=O)C2CCN(Cc3ccc(Oc4ccccc4)cc3)CC2)c2ccccn2)cc1 (configuration not stated) | -11
COc1ccc(-c2cnc3c(NC(C)=O)cc(-c4ccc(C(=O)NC5CC5)cc4)cn23)cc1OC | -6
O=c1ccn([C@@H]2O[C@H](CNCc3cccn3-c3nccs3)[C@@H](O)[C@H]2O)c(=O)[nH]1 | -5
O=C(NCCc1ccccc1)C1Cc2c(-c3ccc(Cl)cc3)ccnc2O1 (configuration not stated) | -3
COc1ccccc1-c1cnc(C(O)c2ccc(C)c(F)c2)[nH]1 (configuration not stated) | -8
CCCCNC(=O)c1ccc2nc(CC)c(N(CC)CCOC)n2c1 | 0

Gathered by group: those above with an aryl methoxy group (18)
SMILES | GalR3 antag
COc1cccc(S(=O)(=O)Nc2ccc3c(c2)C(=O)N(C)C[C@H](OC)[C@H](C)CN(Cc2ccccc2F)[C@@H](C)CO3)c1 | -7
COc1cccc(-c2nc3nc(C)cc(C)n3c2NC2CCCC2)c1 | -4
COc1ccc(NC(=O)c2ccc(-c3c(C)noc3C)c3ccoc23)cc1 | -9
COc1ccc(Cc2c(C(C)(C)C)nc3ccc(Br)cn23)c(C)c1 | -7
COc1ccc(Cc2c(-c3ccc(Cl)cc3)nc3cc(C)c(Br)c(C)n23)c(C)c1 | -7
CCCS(=O)(=O)NC(=O)C1(C)CCN(C(=O)c2ccc(OC)cc2OC)C1 (configuration not stated) | -8
COC(=O)[C@]12CCCCC=C1N(Cc1cccc3ccccc13)C(=O)[C@H](CC(=O)NCc1ccc(OC)c(OC)c1)C2 | 14*
COc1ccc(C(C)(NC(C)=O)c2nc(-c3cccc(C#N)c3)cs2)cc1 (configuration not stated) | -8
CCCCN1CC(COCc2ccccc2)Oc2cccc(Sc3ccc(OC)c(OC)c3)c2S1(=O)=O (configuration not stated) | -5
COc1cccc(CNS(=O)(=O)c2cc(Br)ccc2Br)c1OC | -1
CCCc1c(-c2cccc(Br)c2)ncn1Cc1ccccc1OC | -9
COc1ccc(C(C)=O)cc1Cn1c(C)c(C(=O)NC2CC2)sc1=O | 1
COc1ncc(-c2c(-c3ccccc3OC)sc3ccccc23)cn1 | -5
COc1ccc([C@H]2CC(=O)C[C@@H](CCn3cc(-c4ccccc4)nn3)O2)cc1 | -3
COc1cccc(-c2oc3c(c2-c2ccc(OC)nc2)C(O)CCC3)c1 (configuration not stated) | -5
COc1ccc(C(NC(=O)C2CCN(Cc3ccc(Oc4ccccc4)cc3)CC2)c2ccccn2)cc1 (configuration not stated) | -11
COc1ccc(-c2cnc3c(NC(C)=O)cc(-c4ccc(C(=O)NC5CC5)cc4)cn23)cc1OC | -6
COc1ccccc1-c1cnc(C(O)c2ccc(C)c(F)c2)[nH]1 (configuration not stated) | -8

High-throughput results: PubChem BioAssay, The Scripps Research Institute Molecular Screening Center
